PAFAH2 FP inh = inhibitors of human PAFAH2; Q99487; recombinant PAFAH2, FP-rhodamine activity probe, fluorescence polarization; inhibition, % at 3.39 µM; hit rate 0.99% among 340,000;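 active = inhibition above the mean over all tested compounds plus 3 SD, cut at about 30% in these data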;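 also: inhibitors block probe labeling of enzyme so polarization drops; 0% = enzyme with DMSO and 100% = wells lacking PAFAH2 protein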
proCasp3 act = procaspase-3 (human) activation; recombinant procaspase-3 D3A, Ac-DEVD-pNA absorbance 405 nm; activation, % at 8.5 µM; hit rate 0.11% among 330,000; AID 463141;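 active = activation above the mean of all tested compounds plus 3 SD, cut at about 21% in these data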;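 also: 0% = DMSO alone and 100% = DMSO wells spiked with extra 5 µM PC-3 D3A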
Target sequence (P42574 whole entry D9A/D28A/D175A): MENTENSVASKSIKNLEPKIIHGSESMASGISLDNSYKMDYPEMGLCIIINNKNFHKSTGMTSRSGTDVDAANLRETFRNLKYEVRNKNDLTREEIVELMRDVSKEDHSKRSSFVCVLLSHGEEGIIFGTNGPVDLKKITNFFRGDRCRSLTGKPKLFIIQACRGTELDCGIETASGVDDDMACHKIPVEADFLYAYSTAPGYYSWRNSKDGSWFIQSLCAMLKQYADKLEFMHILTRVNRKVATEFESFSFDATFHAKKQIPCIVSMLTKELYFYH
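Assay system – Procaspase-3 D3A mutant, all three cleavage aspartates alanine · Controls – DMSO-only low control, 5 µM PC-3 D3A high control · Schedule – 1 h compound preincubation, 2 h substrate hydrolysis at 25 °C · Signal – 405 nm absorbance of p-nitroaniline, reads at 0 and 120 min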
PP5 inh = PP5 (human) phosphatase inhibition; inhibition, % at 6.7 µM; purified PP5c, OMFP substrate fluorescence; hit rate 0.18% among 320,000; AID 1987;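 active = inhibition above the campaign's mean inhibition across all tested compounds plus 3 SD, cut at about 9.5% in these data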;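 also: 0% = DMSO only and 100% = 100 µM cantharidin control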
HCV core dimer = HCV core protein dimerization inhibition | TR-FRET GST/Flag-core106 dimerization, 1536-well | inhibition, % at 5 µM | hit rate 0.33% among 300,000 | AID 1899;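 active = inhibition above the mean of all tested compounds plus 3 SD, set per screening campaign, cut at about 45% in these data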
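test system = GST/Flag-tagged HCV core106 proteins | probe or stimulus = Eu donor and XL665 acceptor anti-tag antibodies | times = compound-protein-antibody incubation 4 h at 22.5 °C | signal = TR-FRET, excitation 340 nm, emission 617 and 671 nm | measure = percent inhibition of core106 dimerization signal | controls = wells lacking GST-core106 and wells with excess unlabelled core106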
TPT1 inhibitor = inhibitors of Candida albicans tRNA 2'-phosphotransferase TPT1; inhibition, % at 5 µM; hit rate 0.81% among 300,000; recombinant caTPT1, FP RNA substrate dephosphorylation; AID 1962;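 active = inhibition above the mean of all tested compounds plus 3 SD, set per screening campaign, cut at about 24% in these data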;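 also: plate controls were DMSO alone for no effect and ferristatin control at 100 nM for full effect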
AHR act = activates the human aryl hydrocarbon receptor; P35869; AHR-responsive luciferase reporter cells, luminescence; activation, % at 5 µM; hit rate 2.5% among 320,000; AID 2796; in the data active = activation above about 47%;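 also: 0% = vehicle wells and 100% = reference agonist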
PP1 inh = blocks human PP1-alpha phosphatase, a PP5 counter-screen. P62136. purified PP1alpha, OMFP fluorescence. inhibition, % at 6.7 µM. hit rate 0.9% among 320,000. AID 2235;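 active = inhibition above the mean inhibition of all tested compounds plus 3 SD, computed separately for each screening campaign, cut at about 15% in these data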
Target sequence (P62136 whole entry, looked up): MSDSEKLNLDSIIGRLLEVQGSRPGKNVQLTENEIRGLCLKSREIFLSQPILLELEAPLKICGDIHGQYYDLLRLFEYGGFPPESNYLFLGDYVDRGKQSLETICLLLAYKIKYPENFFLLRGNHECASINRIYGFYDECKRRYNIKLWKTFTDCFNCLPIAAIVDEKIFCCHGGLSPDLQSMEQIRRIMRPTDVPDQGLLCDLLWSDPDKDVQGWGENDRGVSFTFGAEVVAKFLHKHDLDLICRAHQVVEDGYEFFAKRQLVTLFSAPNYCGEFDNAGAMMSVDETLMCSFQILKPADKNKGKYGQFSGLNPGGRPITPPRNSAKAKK
Fh CTSL1 inh = counter-screen for PFM18AAP inhibitors: inhibitors of F. hepatica cathepsin L1; recombinant F. hepatica cathepsin L1, Z-Leu-Arg-MCA fluorescence; inhibition, % at 5.96 µM; AID 1906; hit rate 0.49% among 300,000;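 active = inhibition above the mean of all tested compounds plus 3 SD, set per screening campaign, cut at about 17% in these data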;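 also: 0% = plate median of test compound wells and 100% = 1 µM Z-Phe-Ala-diazomethylketone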
proCasp7 act = activates human procaspase-7, counter-screen for procaspase-3 activators | P55210 | recombinant procaspase-7, Ac-DEVD-pNA absorbance 405 nm; D23A/D198A/D206A triple mutant, cannot self-cleave; scale: DMSO 0, 5 µM enzyme 100 | activation, % at 8.5 µM | hit rate 0.093% among 330,000 | AID 463210;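 active = percent activation above the screen-wide mean plus 3 SD, cut at about 25% in these data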
Target sequence (P55210 whole entry D23A/D198A/D206A): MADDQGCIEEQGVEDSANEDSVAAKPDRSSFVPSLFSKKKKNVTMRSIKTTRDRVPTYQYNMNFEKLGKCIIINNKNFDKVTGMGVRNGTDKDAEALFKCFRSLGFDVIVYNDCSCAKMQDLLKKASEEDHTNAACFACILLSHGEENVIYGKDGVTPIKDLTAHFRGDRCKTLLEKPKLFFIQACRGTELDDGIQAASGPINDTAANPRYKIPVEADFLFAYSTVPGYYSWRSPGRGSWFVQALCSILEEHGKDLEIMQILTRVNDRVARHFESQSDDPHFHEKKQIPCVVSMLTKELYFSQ
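buffer or medium = Zinc-free HEPES/NaCl buffer, pH 7.4 | material = Procaspase-7 triple mutant (PC-7 D3A) | input = 2 µM procaspase-7 mutant as dispensed | signal = Epi-absorbance of released pNA at 405 nm, two timepoints | timing = 1 h preincubation, 2 h reaction | replicates = singlicate compound testing | evaluation = % activation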
* hit, by the source's call; / = no result given.

SMILES	PAFAH2 FP inh	proCasp3 act	PP5 inh	HCV core dimer	TPT1 inhibitor	AHR act	PP1 inh	Fh CTSL1 inh	proCasp7 act
CCn1cc(C(=O)OCC(=O)Nc2cccc(S(=O)(=O)N3CCOCC3)c2)c(=O)c2ccc(C)nc21	2	3	3.3	2	1	-1	-3	14	6
C/C(=N/NC(=O)c1cccc(Br)c1)C1CC2CCC1C2 (configuration not stated)	-3	6	2.2	2	-2	8	-5	-2	-11
COc1ccc2cc(CCNS(=O)(=O)c3c(C)cc(C)cc3C)c(=O)[nH]c2c1	-13	12	-1.1	6	-2	-2	-4	2	0
O=C(CCC(=O)N1CCN(S(=O)(=O)c2ccc3ccccc3c2)CC1)Nc1cc(Cl)cc(Cl)c1	-22	-2	3.7	7	-2	4	6	0	0
Cc1ccccc1-n1c(-c2ccoc2C)n[nH]c1=S	8	-20	-1.2	4	3	0	-2	0	-11
Cc1cc(C)cc(NC(=O)CSc2nc3c(oc4ccccc43)c(=O)n2-c2ccccc2)c1	-21	5	2.3	33	4	27	10	-3	1
Cc1ccc(S(=O)(=O)NNC(=O)c2sc(NS(=O)(=O)c3ccccc3)nc2C)cc1	1	5	0.0	-8	-3	1	-3	2	1
CC(=O)Nc1ccccc1C(=O)C(=O)Nc1ccc(C(=O)NCC2CCCO2)cc1 (configuration not stated)	3	2	0.3	-5	-2	3	-1	2	9
Cc1cc(N2C(=O)c3ccc(C(=O)Nc4ccc(CC(=O)O)cc4)cc3C2=O)no1	-1	1	-4.3	-9	-5	0	-6	0	4
CCOC(=O)C(=O)Nc1cc([N+](=O)[O-])ccc1C	-4	-3	1.0	-15	0	1	-1	-6	-3
O=C(NN1CCOCC1)c1cccc(COc2cccc(Br)c2)c1	4	8	-0.3	12	0	5	-2	3	-4
CC[C@]12c3[nH]c4ccccc4c3CCN1C(=O)C(CC(=O)NCCC1=CCCCC1)C[C@@H]2C(=O)N1CCN(C(=O)C2CC2)CC1 (some centres not stated)	-4	-3	/	/	/	-1	/	/	-3
Cc1ccc(C(C)C)c(OCC(=O)N2CCOCC2)c1	0	-8	0.6	-2	-2	2	1	0	11
Cn1ccnc1C1CCCCN1Cc1nc(-c2ccc(Cl)cc2)no1 (configuration not stated)	-5	11	-2.3	1	2	6	-2	0	8
CCN(CC)CCNC(=O)c1ccc(NC(=O)c2ccc(Cl)c(S(=O)(=O)N3CCCCCC3)c2)cc1	-10	0	3.9	10	-2	1	-13	-26	-13
COC(=O)N/N=C\c1cc2c(cc1Br)OCO2	8	-2	1.0	-2	-1	43	-3	-1	-3
CCCC(=O)Nc1sc(C)c(C)c1C#N	-6	-6	-0.8	0	1	20	-1	4	-5
COc1ccc(-c2ccccc2)c2oc(-c3ccco3)cc(=O)c12	/	3	-0.3	18	0	18	-2	-2	0
CCN(C(=O)COC(=O)CNC(=O)C12CC3CC(CC(C3)C1)C2)C1CCS(=O)(=O)C1 (configuration not stated)	9	8	0.6	8	0	0	-1	-11	18
COc1ccc(NC(=O)Cn2ccc(C(F)(F)F)n2)cc1S(=O)(=O)N1CCOCC1	4	-2	/	/	/	1	/	/	-1
CCc1ccc(NC(=O)C2CCN(S(=O)(=O)c3ccc4c(c3)NC(=O)CO4)CC2)cc1	-8	1	2.6	5	-2	3	0	-4	7
O=C(Nc1cccc(S(=O)(=O)N2CCCCC2)c1)c1c2c(nc3ccccc13)CCN(Cc1ccccc1)C2	-2	2	4.6	32	2	9	12	0	3
O=C(/C=C/c1ccc(Br)cc1)c1ccc(NC2=NCCCS2)cc1	-18	1	3.6	0	2	3	10	-1	-13
CCN(CC(=O)Nc1c(F)cccc1F)C(=O)CCOc1ccccc1	5	1	0.2	4	0	-3	-5	-2	6
O=C(Cn1c(=O)[nH]c2ccccc2c1=O)Nc1ccc2c(c1)OCO2	4	-3	-0.9	26	2	5	-2	1	-2
CCOc1ccccc1C1C(C#N)=C(N)Oc2cc(C)n(C)c(=O)c21 (configuration not stated)	-6	-3	-0.3	-2	1	-1	0	-7	-2
CCOC(=O)c1sc(NC(=O)CSc2nnc(C(C)C)n2CC)nc1C	-4	7	-1.1	-1	2	5	-2	-2	10
Cc1ccc(-c2noc(CCC(=O)NCC3CCCO3)n2)cc1 (configuration not stated)	-2	0	0.7	-8	-4	1	1	5	2
Cc1ccc(C)c(/C=C(\C(=O)O)c2ccc(S(=O)(=O)N3CCCCC3)s2)c1	13	2	0.7	57*	12	-2	4	-2	1
CC(=O)/C(=N/Nc1ccccc1)Sc1nnc(CCc2ccccc2)n1-c1ccccc1	0	-8	1.8	12	-2	1	0	2	-6
CC(/C=C/c1ccc(N(C)C)cc1)=N\N=C1\NC(=O)CC(C(=O)Nc2ccccc2)S1 (configuration not stated)	0	-5	4.1	-1	19	11	2	5	-7
CC(=O)C1=C(C)NC(=O)NC1c1ccc2c(c1)OCO2 (configuration not stated)	-1	-6	-0.4	9	20	8	-1	-3	-8
O=c1nc(NC2CCCC2)ccn1Cc1cccc(Br)c1	5	-2	-1.1	-2	1	1	-4	-1	3
CCC(C(=O)NC1CCCC1)N(Cc1cccs1)C(=O)Cn1nnc(-c2ccc(OC)c(OC)c2)n1 (configuration not stated)	-6	4	5.3	-1	0	1	-2	-1	-4
CC(=O)Nc1ccc(NC(=O)CN(c2ccc([N+](=O)[O-])cc2)S(=O)(=O)c2ccccc2)cc1	11	-3	-0.5	8	1	2	-3	-1	-1
O=C(Nc1nc(-c2ccccn2)cs1)c1cccc(-n2cnnn2)c1	0	-2	-0.8	7	3	25	27*	-3	5
CC(C)(C)NS(=O)(=O)c1ccc(N2C(=O)c3ccccc3C2=O)cc1	-1	3	4.3	-3	2	-3	-1	-5	-11
Cc1ccc(C)c(Nc2c([N+](=O)[O-])cc(C(=O)N3CC(=O)Nc4ccccc43)cc2[N+](=O)[O-])c1	7	2	3.6	30	-2	5	5	5	1
CC1=NN(C(=O)CCc2ccccc2O)C(O)(C(F)(F)F)C1 (configuration not stated)	-3	-5	-4.1	-3	1	-1	-2	-1	-9
CCc1ccc(-c2cc(C(F)(F)F)n3nc(C(=O)Nc4c(C)nn(Cc5ccccc5Cl)c4C)cc3n2)s1	-9	1	0.4	2	0	7	1	-1	13
Cn1c(=O)n(C)c2cc(NS(C)(=O)=O)ccc21	2	-2	-2.9	-6	-5	1	-3	1	16
O=C(N/N=C/c1ccc(Br)o1)/C(=C/c1ccc([N+](=O)[O-])cc1)NC(=O)c1ccccc1	2	-4	3.7	22	1	6	12	1	-12
COc1cc(OC)cc(C(=O)Nc2ccc3c(c2)CCCN3C(=O)c2cccs2)c1	3	-6	4.7	13	3	2	2	0	16
COc1ccccc1C1C=C(c2ccc(Cl)cc2)Nc2nc(N3C(=O)CCC3=O)nn21 (configuration not stated)	12	-7	-1.9	1	-4	0	1	1	1
Cc1cc(O)ccc1N=Cc1c(C(F)(F)F)[nH][nH]c1=O	27	-13	3.0	-10	-5	11	2	5	-34
C=CCN=C1N[C@@H](c2ccccc2)C(C(=O)OC)=C(C)N1CCOC	-4	3	1.8	-8	1	2	-2	-2	-4
N#CNC1=NCN(CCc2ccccc2)CN1	6	5	-2.1	-3	-1	0	0	1	5
COc1ccccc1C(=O)NCCC(=O)NCC1CCCCC1	-1	3	/	/	/	-1	/	/	0
CCOC(=O)CC(NC(=O)c1ccco1)c1ccc(OC)cc1 (configuration not stated)	-6	5	2.9	-4	-2	-4	13	16	11
O=C(O)c1cccc(S(=O)(=O)Nc2ccc(OCc3ccccc3)cc2)c1	-3	0	3.0	0	-1	-4	-4	2	-2
CCN(CC(=O)N1CCCC1)S(=O)(=O)c1ccc(Br)cc1	5	3	-0.2	8	-1	2	0	-2	-1
CCCCN1CN=C(Nc2nc3ccccc3o2)NC1	0	1	3.2	-8	4	7	-5	0	-1
O=C(NCc1ccc2c(c1)OCO2)c1ccc2c(c1)OCO2	1	-1	3.6	-1	1	24	-4	-2	-2
CCn1c(COc2ccc(Cl)cc2)nnc1SCc1ccc(C#N)cc1	3	2	3.3	12	-4	-9	2	1	9
COC(=O)c1ccc(NC(=O)CSc2nncn2C)cc1	-3	-6	0.3	-2	-1	6	-1	0	-4
CCOC(=O)C1C(C)N=C2SCC(=O)N2C1c1cccc(Br)c1 (configuration not stated)	-11	-7	3.0	6	-1	0	5	1	-6
O=C(NC1CCCCC1)C(c1ccc(F)cc1)N(CCCN1CCOCC1)C(=O)c1ccc(CN2CCOCC2)o1 (configuration not stated)	2	-1	-1.7	-1	1	1	3	1	-7
Cc1cc(C)n(C(=O)CCC2COc3ccccc3O2)n1 (configuration not stated)	8	0	2.0	2	2	0	0	-1	25
CSc1cccc(NC(=O)CSc2ncccc2C(=O)Oc2cccc([N+](=O)[O-])c2)c1	-32	2	2.8	8	1	6	4	6	-9
COc1ccc(OCC(=O)N/N=C(/C)Cc2ccccc2)cc1	3	3	1.5	-1	0	7	0	0	1

(more compounds)
SMILES	PAFAH2 FP inh	proCasp3 act	PP5 inh	HCV core dimer	TPT1 inhibitor	AHR act	PP1 inh	Fh CTSL1 inh	proCasp7 act
CC12CCC(=O)N1C(C(=O)NNC(=O)COc1ccccc1Cl)CS2 (configuration not stated)	2	4	-1.9	/	/	1	1	/	1
Cc1ccc(C)c(-n2c(SCC(=O)Nc3nnc(C)s3)nnc2-c2ccoc2C)c1	-2	-1	-1.1	10	-2	1	-2	1	2
COc1ccc2c(c1)-c1nc(NC(=O)c3cccs3)sc1CC2	-19	10	3.2	12	-2	23	1	1	3
O=C(COc1ccccc1)Nc1nc(-c2ccncc2)cs1	0	1	0.6	8	0	6	2	2	0
CC(C)CC(=O)NCCc1ccncc1	-4	14	-0.3	-7	0	0	-1	1	6
COc1cccc(C2c3c(C)nn(-c4ccc([N+](=O)[O-])cc4)c3N=C3C(=O)Nc4ccccc4N32)c1 (configuration not stated)	-14	0	0.7	27	0	0	3	3	1
CCOc1ccc(CCNC(=O)Cc2nn[nH]n2)cc1OCC	-10	-8	2.3	-11	1	0	-2	-4	7
[N-]=[N+]=CC(=O)C(c1ccccc1)(c1ccccc1)c1ccccc1	2	-10	-0.6	3	-3	1	0	-1	-1
COc1cc(/C=N/N2CCOCC2)ccc1OC(=O)c1ccco1	3	6	2.4	-2	-1	2	1	-2	4
Cc1ccccc1Cn1cnc2c(nnn2Cc2ccc(F)cc2)c1=O	-2	3	-2.0	1	-2	0	-2	3	-2
O=C(CCc1nc(-c2ccccc2F)no1)NC1CCN(Cc2ccccc2)CC1	-4	9	-1.5	-7	-6	2	4	-1	6

Screening data from PubChem.
